# PAX8 reporter = inhibitors of PAX8-driven TPO luciferase reporter, primary screen, RMG-I cells, single concentration; SteadyGlo, 24 h; inhibition, % at 12.6 µM; 360,000 tested, 1.2% active; AID 652154, 2013;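 active = mean replicate inhibition at least 60% with every replicate also reaching 60%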;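 also: luciferase light reporting Pax8 driven TPO promoter activity; plate controls were median of neutral control wells for no effect and mitoxantrone controls for full effect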
# DENV2 CPE = inhibitors of DENV2 cytopathic effect, primary screen, cell-based, plate reader, single concentration; DENV2-infected cells, cytopathic effect rescue; CPE inhibition, % at 9.99 µM; 350,000 tested, 1.7% active; AID 651640, 2012; in the data active = CPE inhibition above about 20%, passing the limit was not always enough; tested in BHK-21 cells;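 also: 0% = median of neutral control wells and 100% = median of positive control wells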
# EWS-Fli inh = EWS/Fli-driven NR0B1 reporter inhibitors, primary screen, A673 cells, NR0B1 luciferase, luminescence, MLPCN library; viability-normalised; AID 651661, 2012; 350,000 tested, 0.67% active; inhibition, % at 12.6 µM;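 active = mean inhibition of at least 50% after viability correction, with every replicate also passing that limit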;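 also: firefly luciferase signal divided by Alamar Blue viability fluorescence both relative to DMSO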
# LGR2 antag = inhibitors of bursicon-induced LGR2 CRE-luciferase signal, primary screen, cell-based, HEK293, CRE-luciferase reporter, bursicon stimulation; Drosophila bursicon receptor LGR2 (rickets); bursicon-stimulated, 4 h; inhibition, % at 9.99 µM; 380,000 tested, 0.35% active; AID 720647, 2013;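 active = drop in luminescence signal, shown as inhibition above about 50% in the replicate tests, limit read from the data, passing the limit was not always enough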;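 also: agonist challenge used bursicon conditioned medium at about half maximal strength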
# SIRT5 block = SIRT5 desuccinylase inhibitors, primary screen, biochemical, fluorescence imaging, single point, set 5; 330,000 tested, 1.1% active; NAD-dependent protein deacylase sirtuin-5, mitochondrial (Homo sapiens), Q9NXA8; Purified SirT5, succinyl-peptide AMC, trypsin-coupled fluorescence; AID 652115, 2013; inhibition, % at 15 µM; in the data active = inhibition above about 15%
# Target sequence (Q9NXA8 whole entry, looked up): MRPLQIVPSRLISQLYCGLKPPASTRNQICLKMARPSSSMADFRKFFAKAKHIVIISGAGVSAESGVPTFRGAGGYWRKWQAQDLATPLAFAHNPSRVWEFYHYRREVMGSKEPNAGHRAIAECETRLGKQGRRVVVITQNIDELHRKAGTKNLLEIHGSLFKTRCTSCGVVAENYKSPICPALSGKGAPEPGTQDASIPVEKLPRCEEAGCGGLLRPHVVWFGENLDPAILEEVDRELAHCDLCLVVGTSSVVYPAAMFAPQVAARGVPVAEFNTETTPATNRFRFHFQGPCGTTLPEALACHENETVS
# Casp6 inh = human caspase-6 inhibitors, primary screen, biochemical, VEID-R110 fluorescence, single point, set 2; P55212; purified caspase-6, Z-VEID-R110 cleavage fluorescence; inhibition, % at 12.5 µM; 350,000 tested, 0.53% active; AID 686996, 2013;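 active = mean inhibition across replicates at least about 35%, with every replicate also reaching that limit, limit read from the data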;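 also: 0% = median of neutral control wells and 100% = no fluorescence left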
# Target sequence (P55212 24-179 limits assumed): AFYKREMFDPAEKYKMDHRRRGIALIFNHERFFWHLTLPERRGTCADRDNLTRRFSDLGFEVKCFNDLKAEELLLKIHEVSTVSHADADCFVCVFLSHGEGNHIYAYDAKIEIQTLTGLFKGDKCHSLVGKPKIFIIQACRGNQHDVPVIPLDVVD
# Target sequence (P55212 194-293 limits assumed): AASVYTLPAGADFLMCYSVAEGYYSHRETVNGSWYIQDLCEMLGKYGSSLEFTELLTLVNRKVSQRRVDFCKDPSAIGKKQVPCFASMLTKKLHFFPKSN
# ARNT TACC3 PPI = disruptors of ARNT/TACC3 protein interaction, primary screen, biochemical, AlphaScreen, single concentration. inhibition, % at 9.99 µM. AID 623870, 2012. Transforming acidic coiled-coil-containing protein 3 (Homo sapiens), Q9Y6A5. AlphaScreen His-ARNT PAS-B/GST-TACC3 binding, luminescence; TACC3 fragment carries E629A point mutation. 390,000 tested, 0.66% active;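 active = mean inhibition of replicates at least 50% and at least half of replicates each reaching 50%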;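 also: 0% = complete ARNT plus TACC3 wells and 100% = ARNT alone without TACC3; many hits fall short of the cut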
# Active calls of the source: *; . = no result given.
# Sample of the layout:
SMILES,PAX8 reporter,DENV2 CPE,EWS-Fli inh,LGR2 antag,SIRT5 block,Casp6 inh,ARNT TACC3 PPI
Cc1cccc(OCCC(=O)Nc2ccc(F)c(F)c2)c1,6,6,3,3,5,2,-3
CCCCc1ccc(NC(=O)C(=O)NCCN2CCN(Cc3ccc([N+](=O)[O-])cc3)CC2)cc1,1,.,24,21,1,3,-30
C[C@H]1CN([C@@H](C)CO)C(=O)Cc2cc(NC(=O)C3CC3)ccc2O[C@@H]1CN(C)S(=O)(=O)c1ccccc1,6,-4,-1,-2,.,3,1
O=C(NCC[C@@H]1CC[C@H](NC(=O)c2cnccn2)[C@@H](CO)O1)Nc1ccc(Cl)cc1,9,-5,-7,-21,3,1,-2

# Results, from the start:
SMILES,PAX8 reporter,DENV2 CPE,EWS-Fli inh,LGR2 antag,SIRT5 block,Casp6 inh,ARNT TACC3 PPI
Cc1cccc(OCCC(=O)Nc2ccc(F)c(F)c2)c1,6,6,3,3,5,2,-3
CCCCc1ccc(NC(=O)C(=O)NCCN2CCN(Cc3ccc([N+](=O)[O-])cc3)CC2)cc1,1,.,24,21,1,3,-30
C[C@H]1CN([C@@H](C)CO)C(=O)Cc2cc(NC(=O)C3CC3)ccc2O[C@@H]1CN(C)S(=O)(=O)c1ccccc1,6,-4,-1,-2,.,3,1
O=C(NCC[C@@H]1CC[C@H](NC(=O)c2cnccn2)[C@@H](CO)O1)Nc1ccc(Cl)cc1,9,-5,-7,-21,3,1,-2
CN(CC(O)Cn1cnc2c1c(=O)n(C)c(=O)n2C)c1ccccc1 (stereo not given),-10,0,8,0,.,1,6
C[C@H]1CN([C@@H](C)CO)C(=O)c2cc(/C=C/c3ccccc3)cnc2O[C@H]1CN(C)Cc1cccnc1,.,-5,-11,2,-11,1,4
CCN(CC(=O)Nc1c(F)cccc1F)C(=O)c1cccc(S(=O)(=O)N2CCc3ccccc3C2)c1,26,2,5,8,0,-4,-1
COCC(=O)N1[C@@H](C#N)[C@@H](c2ccc(C3=CCCC3)cc2)[C@@H]1CO,-1,-4,-1,-6,-1,-1,-6
COc1ccc(NC(=O)N(Cc2cc3ccc(OC)cc3[nH]c2=O)CC2CCCO2)cc1 (stereo not given),21,2,2,3,-2,15,.
Cc1cccc(NC(=O)c2nnn(-c3cccc(C(F)(F)F)c3)c2N)c1,-62,0,-37,-6,0,1,-2
Cc1sc(NC(=O)CN(C(=O)c2ccccc2F)C2CCCC2)c(C(N)=O)c1C,13,3,6,11,-1,5,0
CCCC#Cc1ccc([C@H]2[C@@H](C#N)N(C(=O)C3CC3)[C@@H]2CO)cc1,-5,-4,-3,-15,2,-2,-23
CCOC(=O)C1=C(O)C(=O)N(Cc2ccc(C(C)(C)C)cc2)CC1,-2,1,1,1,4,0,-29
COc1cccc(-c2cc(C(F)(F)F)nc(-n3cc(C)cn3)n2)c1,-15,-3,4,-19,4,1,10
C[C@@H]1CN([C@@H](C)CO)C(=O)c2cccc(NC(=O)C3CC3)c2O[C@H]1CN(C)C(=O)NC1CCCCC1,-16,4,-4,6,4,0,3
CN(C)CC(=O)Nc1ccc2c(c1)[C@H]1C[C@@H](CC(=O)NCc3ccc4c(c3)OCO4)O[C@H](CO)[C@H]1O2,6,.,-4,-7,.,.,.
COc1ccccc1N1CCN(CC(=O)c2c(N)n(C)c(=O)n(C)c2=O)CC1,-8,-4,6,-2,-3,-3,-1
O=C(c1ccccc1)N1C[C@@H]2[C@H](c3ccccc31)[C@@H](CO)N2C(=O)c1cccc(F)c1,-11,-1,-6,-7,-1,1,5
Cc1ccccc1OC1=NS(=O)(=O)c2ccccc21,0,1,-5,-5,-3,0,.
CCCSC1=C(C#N)C(c2cccs2)CC(=O)N1 (stereo not given),-5,5,-1,1,-1,-1,4
COc1ccc(CC(=O)NNC(=O)c2cnccn2)cc1,14,1,-14,4,-1,0,25
CCc1ccc(OCC(O)CN2CCN(CCO)CC2)cc1 (stereo not given),3,11,6,1,-1,-8,-6
COc1ncnc2c1ncn2CCCNCc1ccccc1,-13,-2,1,3,-3,0,.
COc1ccc(C#Cc2ccc3c(c2)[C@@H]2[C@@H](CCN2C(=O)c2ccccn2)[C@@H](CO)N3)cc1,0,1,3,12,1,0,-4

# Two entries picked at random from the list so far, as already listed:
SMILES,PAX8 reporter,DENV2 CPE,EWS-Fli inh,LGR2 antag,SIRT5 block,Casp6 inh,ARNT TACC3 PPI
CCCSC1=C(C#N)C(c2cccs2)CC(=O)N1 (stereo not given),-5,5,-1,1,-1,-1,4
C[C@@H]1CN([C@@H](C)CO)C(=O)c2cccc(NC(=O)C3CC3)c2O[C@H]1CN(C)C(=O)NC1CCCCC1,-16,4,-4,6,4,0,3

# The list continues:
SMILES,PAX8 reporter,DENV2 CPE,EWS-Fli inh,LGR2 antag,SIRT5 block,Casp6 inh,ARNT TACC3 PPI
COc1ccc(C(=O)Nc2ccc3c(c2)C(=O)N(C)C[C@H](OC)[C@@H](C)CN(C)[C@H](C)CO3)cc1,-11,-11,-10,4,-5,1,-6
Cc1cccc(NC(=O)CCCn2c(=S)[nH]c3ccccc3c2=O)c1,0,-2,5,2,-1,1,-4
CCN(c1ccc(OC)cc1)S(=O)(=O)N1CCCC(C(=O)NCc2cccc(C)c2)C1 (stereo not given),24,2,11,12,-2,-1,-2
CN1C(=O)/C(=N/OC(=O)c2ccccc2Br)c2ccccc21,9,-1,-1,-13,0,0,-4
Cc1oc2cc3oc(=O)c(CCC(=O)N[C@H](C(=O)O)C(C)C)c(C)c3cc2c1C,4,12,-14,2,-4,7,5
Cc1cc(Br)ccc1SCC(=O)OCC(=O)NC(C)c1ccccc1 (stereo not given),-7,0,-6,-3,4,4,-1
COc1ccc(Cl)cc1C(=O)OCC(=O)c1c(N)n(C)c(=O)n(C)c1=O,5,-3,1,12,-2,-6,.
COCC(=O)Nc1ccc2c(c1)OC[C@@H](C)N(Cc1cccnc1)C[C@H](C)[C@@H](OC)CN(C)C2=O,-11,-6,-7,-8,-2,-4,11
O=C(NCc1ccccc1)/C(=C\c1ccc([N+](=O)[O-])cc1)NC(=O)c1ccco1,-2,-2,.,0,3,0,-2
CC(=O)Nc1scc(-c2ccccc2)[n+]1-c1ccc(C)cc1,-2,-3,2,-31,1,-2,-1
Cc1cccc(CN(C)C[C@@H]2OCc3cn(nn3)CCCC(=O)N([C@H](C)CO)C[C@H]2C)c1,.,-4,-6,-7,-3,-3,-4
Cc1cccc(C)c1NC(=O)CC(C)c1ccccc1 (stereo not given),9,-11,-41,.,-5,-2,-1
C[C@@H]1CCCCO[C@@H](CN(C)S(=O)(=O)c2ccccc2)[C@@H](C)CN([C@@H](C)CO)C(=O)c2cc(NC(=O)CCCN(C)C)ccc2O1,-6,-3,38,-9,3,-2,-6
Cc1ccc(-n2cnc3ncnc(-c4ccccc4)c32)cc1,-5,8,-3,19,-2,-2,-7
CCCC(=O)N=c1sc2cccc(F)c2n1C,-12,2,-33,-43,-1,0,8
COc1ccc(C2CC(c3ccc(Cl)cc3Cl)Nc3nc(N)nn32)cc1OC (stereo not given),8,-5,-13,20,.,3,18
Cc1ccc(CNC(=O)CN(c2ccc(C)cc2)S(=O)(=O)c2c(C)nn(C)c2C)cc1,8,1,-6,12,-3,4,-3
COc1cccc(NC(=O)C[C@H]2CC[C@@H]3[C@H](COc4ccc(NC(=O)C5CC5)cc4C(=O)N3C)O2)c1,16,-11,-3,1,.,1,-1
C[C@@H]1CN([C@@H](C)CO)C(=O)Cc2cc(NS(=O)(=O)c3ccccc3)ccc2O[C@H]1CN(C)S(C)(=O)=O,-12,10,6,-8,-8,-5,0
CC(C)CC#Cc1cnc2c(c1)C(=O)N([C@@H](C)CO)C[C@@H](C)[C@@H](CN(C)S(=O)(=O)c1cccs1)O2,.,10,10,13,4,3,-4
COc1cccc(N2CCN(C(C)C(=O)NC34CC5CC(CC(C5)C3)C4)CC2)c1 (stereo not given),9,-4,18,5,1,1,-1
COc1ccccc1C(=O)COC(=O)c1nc2nc(C)cc(C)n2n1,-3,11,5,-8,-2,2,-1
COc1cc(C(CCN2CCCCC2)c2c(OC)cc(OC)c3c(C)cc(=O)oc23)cc(OC)c1OC (stereo not given),-2,3,1,-11,-1,-2,6
CCOC(=O)CN(c1sc(C)c(C)c1C(=O)OCC)S(=O)(=O)c1ccc(C)cc1,14,4,0,10,-2,-1,.

# For convenience, three of the compounds above:
SMILES,PAX8 reporter,DENV2 CPE,EWS-Fli inh,LGR2 antag,SIRT5 block,Casp6 inh,ARNT TACC3 PPI
CC(C)CC#Cc1cnc2c(c1)C(=O)N([C@@H](C)CO)C[C@@H](C)[C@@H](CN(C)S(=O)(=O)c1cccs1)O2,.,10,10,13,4,3,-4
COc1cccc(N2CCN(C(C)C(=O)NC34CC5CC(CC(C5)C3)C4)CC2)c1 (stereo not given),9,-4,18,5,1,1,-1
COc1ccccc1C(=O)COC(=O)c1nc2nc(C)cc(C)n2n1,-3,11,5,-8,-2,2,-1

# Following part.
SMILES,PAX8 reporter,DENV2 CPE,EWS-Fli inh,LGR2 antag,SIRT5 block,Casp6 inh,ARNT TACC3 PPI
Oc1ccc(O)c(-c2cnns2)c1,13,.,.,12,.,.,3
C[C@@H]1CN([C@H](C)CO)C(=O)c2cc(NC(=O)Cc3cn(C)c4ccccc34)ccc2O[C@@H]1CN(C)S(=O)(=O)c1ccc(F)cc1,.,0,-4,5,0,3,.
Cc1ccc(S(=O)(=O)Nc2ccc3c(c2)CC(=O)N([C@@H](C)CO)C[C@@H](C)[C@@H](CN(C)C(=O)NC(C)C)O3)cc1,-4,16,8,-14,-1,1,3
O=C(COC(=O)Cc1cccc(C(F)(F)F)c1)NC1CCS(=O)(=O)C1 (stereo not given),8,1,1,1,3,-2,0
CCOC(=O)N1CCN(C(=O)C2CCN(C(=O)c3ccccc3C)CC2)CC1,51,5,25,-1,-2,-2,-8
O=C(c1cccc(F)c1)N1C[C@@H]2[C@H](c3ccccc31)[C@H](CO)N2C(=O)Cc1ccccc1,-8,19,-10,-14,-1,1,-4
O=C(C[C@H]1CC[C@@H]2[C@H](COC[C@@H](O)CN2C(=O)c2cnccn2)O1)N1CCN(c2ccccc2)CC1,-6,0,-4,10,.,.,5
Cc1cc(C(=O)N/N=C(\CCC(=O)O)c2cccs2)c2ccccc2n1,-16,-4,11,11,0,-1,-2
Cc1ccc(OC(=O)N(C)C[C@@H]2OCc3ccccc3-c3ccccc3C(=O)N([C@@H](C)CO)C[C@@H]2C)cc1,.,-3,-7,-5,-4,0,6
COc1ccccc1NC(=S)NCc1ccc2c(c1)cc(C)n2C,-25,12,-11,-16,-7,2,0
C[C@@H]1CN([C@H](C)CO)C(=O)c2cccc(NS(=O)(=O)c3cccs3)c2O[C@H]1CN(C)C(=O)NC1CCCCC1,.,1,-4,-8,-4,-1,0
Cc1ccc(-c2ccc([C@@H]3[C@@H](CO)N4CCCCN(C(=O)c5ccc(F)cc5)C[C@H]34)cc2)cc1,3,.,1,-8,.,.,5

# Bioassay records as filed in PubChem.
